# IMP-1 inhibitor = blocks Pseudomonas aeruginosa IMP-1 metallo-beta-lactamase. purified IMP-1, nitrocefin hydrolysis, epi-absorbance fluorescence. inhibition, % at 5.6 µM. 290,000 compounds, 0.45% hits;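 active = inhibition above the mean plus 3 SD of all compounds in the same screening run, cut at about 4.5% in these data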;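 note: 0% = IMP-1 with DMSO and 100% = DMSO wells lacking enzyme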
#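 System: purified IMP-1 / Input: IMP-1 dispensed at 0.2 nM / Medium: 50 mM HEPES pH 7.1, 50 µM ZnSO4, 0.05% Brij 35 / Timing: 15 min enzyme–compound preincubation, then 25 min nitrocefin reaction, 25 °C / Technique: plate fluorescence quenching by hydrolysis product, ex 480/em 530 nm / Repeats: singlicate testing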
# FID counter = counter-screen for HCV NS3 helicase inhibitors: DNA intercalator displacement | DNA fluorescent intercalator displacement, fluorescence | inhibition, % at 7.9 µM | 290,000 compounds, 0.17% hits | AID 1845; in the data active = inhibition above about 37%;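 note: 0% = vehicle and 100% = reference compound; higher means more ethidium bromide displaced from hairpin DNA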
# UBC9 SUMO inh = inhibitors of human SUMOylation (UBC9); HTRF SUMOylation assay, SAE1/SAE2 + UBC9, in vitro; P63279; AID 2006; inhibition, % at 35 µM; 290,000 compounds, 0.36% hits; in the data active = inhibition above about 50%, passing the limit was not always enough; note: strong numbers were not always called active
# Target sequence (P63279 whole entry, looked up): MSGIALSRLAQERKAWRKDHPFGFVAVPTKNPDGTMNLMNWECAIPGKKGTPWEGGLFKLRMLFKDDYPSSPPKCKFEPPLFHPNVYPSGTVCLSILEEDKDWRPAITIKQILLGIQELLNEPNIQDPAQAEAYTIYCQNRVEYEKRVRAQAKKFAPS
# MEKK2 mut-MEK5 = signal of MEK5 binding to mutant human MEKK2 PB1 domain | bead flow cytometry, Alexa488-MEK5 binding to MEKK2 mutant | AID 1530 | 290,000 compounds, 0.35% hits | percent response, % at 10 µM; in the data active = percent response above about 24%, passing the limit was not always enough; note: inactives centre near 1; some results filed as inactive read as strong as hits; reference of the scale not given here
# VIM-2 inh = blocks Pseudomonas aeruginosa VIM-2 metallo-beta-lactamase; 290,000 compounds, 0.89% hits; purified VIM-2, nitrocefin hydrolysis, epi-absorbance fluorescence; AID 1527; inhibition, % at 5.6 µM;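 active = inhibition above the mean of all tested compounds plus 3 SD, cutoff set per screening run, cut at about 7.5% in these data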;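 note: red hydrolysis product quenches plate fluorescence so inhibitors raise well fluorescence; 0% = enzyme with DMSO and 100% = DMSO without enzyme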
# NS3 helicase inh = blocks Hepatitis C virus NS3 helicase unwinding | NS3 helicase DNA unwinding, Cy5 molecular beacon fluorescence | inhibition, % at 10.9 µM | 290,000 compounds, 0.56% hits | AID 1800;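 active = inhibition above the mean of all tested compounds plus 3 SD, set per campaign, cut at about 35% in these data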;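 note: 0% = DMSO wells and 100% = thioflavine S control wells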
#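 Test system: hepatitis C virus NS3 helicase domain fragment enzyme. Also added: annealed dual-labelled DNA beacon duplex, ATP-started. Timing: 60 min unwinding reaction at 25 °C after ATP addition. Technique: Cy5 fluorescence. Measure: % inhibition of unwinding.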
# PfM18AAP inh = PfM18AAP enzyme inhibition; recombinant PfM18AAP, H-Glu-NHMec fluorogenic cleavage; inhibition, % at 7.35 µM; 290,000 compounds, 1.2% hits;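 active = inhibition above the campaign mean inhibition over all tested compounds plus 3 SD, cut at about 28% in these data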;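 note: 0% = plate median of test compound wells and 100% = 2 mM ZnCl2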
# NALP1 yeast inh = blocks the NALP1 inflammasome reconstituted in yeast; inhibition, % at 10 µM; S. cerevisiae NALP1/ASC/caspase-1 growth, X-gal OD620, 72 h; 280,000 compounds, 0.61% hits; in the data active = inhibition mostly above about 24%, no sharp cut-off; inactive = mostly below about 32%; note: some compounds called inactive have numbers as strong as hits
# MEKK2wt PB1 HTS = raises or lowers MEK5 binding to wildtype human MEKK2 PB1 domain. Q9Y2U5. bead flow cytometry, Alexa488-MEK5 binding to MEKK2 WT; actives lie on both sides. binding response (% of control), % at 10 µM. 290,000 compounds, 1.1% hits; in the data active = binding response below about 67% or above about 130%
# Active calls of the source: *; / = not tested or not shown.
SMILES,IMP-1 inhibitor,FID counter,UBC9 SUMO inh,MEKK2 mut-MEK5,VIM-2 inh,NS3 helicase inh,PfM18AAP inh,NALP1 yeast inh,MEKK2wt PB1 HTS
Cc1ccc2c(c1)N1C(=O)c3ccccc3C1C1=C(CC(C)(C)CC1=O)N2 (stereo not drawn),-3.3,-15,10,-5,-3.6,-6,3,1,95
O=C(Nc1cccc2cccnc12)c1ccc(Br)cc1Br,-3.7,-4,-3,3,-1.9,-1,-1,16,106
CNC(=O)c1cc(S(=O)(=O)N(C)C)ccc1Cl,2.4,4,14,2,-3.9,2,0,2,100
COc1ccc(C(C)=O)cc1COC(=O)c1ccc(S(=O)(=O)N(C)C)cc1,-2.6,-21,12,-12,-1.6,-2,-3,7,95
COC(=O)c1ccc(OCCOc2ccccc2)cc1,-3.8,-8,16,-2,-3.6,-5,-1,12,99
COc1ccc(N2CCN(C3CCCN(Cc4cccc(C(C)=O)c4)C3)CC2)cc1 (stereo not drawn),-1.7,5,1,12,-1.0,4,3,-1,105
O=C(O)Cc1ccc(NC(=O)c2ccc(NC(=O)C3CC3)cc2)cc1,0.4,-10,5,-5,1.1,13,7,14,95
O=C(/C=C/c1ccccc1[N+](=O)[O-])N1CCOCC1,4.2,-4,-12,1,3.1,15,13,3,104
CC(=O)c1ccc(N2CCN(C(=O)C3(S(=O)(=O)c4ccc(Cl)cc4)CC3)CC2)cc1,-0.7,-34,2,-4,-1.9,0,4,-5,100
Cc1ccc(S(=O)(=O)CC(O)COc2ccc(F)cc2Cl)c(C)c1 (stereo not drawn),-3.0,-19,13,2,-1.7,0,-5,18,102
O=C1NCC(COCc2ccccc2)O1 (stereo not drawn),-1.7,-4,8,9,-1.0,0,1,-9,101
C/C(=C/CCC(C)C1CCC2(C)C3CCC4C(C)(C)C(=O)CCC4(C)C3=CCC12C)C(=O)O (stereo not drawn),/,/,0,0,/,/,/,10,102
COCCNC(=O)c1ccc(Cn2c(SCC(=O)NCC3CCCO3)nc3ccc(Br)cc3c2=O)cc1 (stereo not drawn),0.1,-74,-8,-6,2.6,13,11,20,104
CC(C)CN1CCC(CN(C)Cc2nc(-c3cnccn3)no2)CC1,-0.7,-1,16,1,-2.8,-7,-2,8,95
O=C(Nc1ccccc1Cl)NC1(C(=O)N2CCCCC2)CCCCC1,-1.8,-5,14,1,-1.5,2,1,16,102
Cn1c(=O)c2c(n(Cc3ccccc3)c1=O)NC(=O)C2CC(=O)NCc1cccc(Cl)c1 (stereo not drawn),-2.5,-22,15,0,-1.0,12,-14,7,97
CCOc1ccc2nc(SCc3ccc(F)cc3)sc2c1,-3.4,0,-12,3,-3.7,13,-2,28,107
COc1cccc(C(=O)Nc2ccc(S(=O)(=O)N3CCN(C)CC3)cc2)c1,-1.8,2,-5,-4,0.1,-10,2,3,97
COCCn1c(C)cc(C(=O)CSc2n[nH]c(N)n2)c1C,-2.7,-3,13,10,-1.9,-2,8,5,109
CCOC(=O)c1[nH]c2ccccc2c1NC(=O)c1ccc(S(=O)(=O)N2CCCC2)cc1,0.1,-25,33,-7,0.0,-29,-3,26,85

# Some entries already given with just MEKK2wt PB1 HTS:
compound | MEKK2wt PB1 HTS
CC(=O)c1ccc(N2CCN(C(=O)C3(S(=O)(=O)c4ccc(Cl)cc4)CC3)CC2)cc1 | 100
COC(=O)c1ccc(OCCOc2ccccc2)cc1 | 99
CC(C)CN1CCC(CN(C)Cc2nc(-c3cnccn3)no2)CC1 | 95
O=C(/C=C/c1ccccc1[N+](=O)[O-])N1CCOCC1 | 104

# The results go on.
SMILES,IMP-1 inhibitor,FID counter,UBC9 SUMO inh,MEKK2 mut-MEK5,VIM-2 inh,NS3 helicase inh,PfM18AAP inh,NALP1 yeast inh,MEKK2wt PB1 HTS
CCOC(=O)c1c(NS(=O)(=O)c2ccc(Br)cc2)sc2c1CCC2,-0.6,-12,/,4,-0.3,27,12,/,93
CCc1ccccc1NC(=S)NCc1cccn1C,-2.1,-4,15,1,-1.4,9,2,5,106
CCN(CC)CCCC1(CN)OCCc2ccccc21 (stereo not drawn),-3.6,21,8,1,-2.3,5,-24,/,102
O=C(O)/C=C/C(=O)Nc1ccc(Cl)cc1C(=O)c1ccccc1,-2.2,1,20,-4,-1.9,-3,-27,-7,98
CCCCNC(=O)NNC(=O)c1cc(C)on1,0.6,-3,3,-1,-0.2,-3,-5,/,100
Clc1ncc2[nH]cnc2n1,-3.2,-2,8,5,-0.1,9,-10,2,99
O=[N+]([O-])c1ccccc1OCCCn1cnc2ccccc21,-0.4,0,9,0,-1.1,1,-5,-19,101
CNC(=O)NNC(=O)c1csc(Cc2c(Cl)sc3ccc(Cl)cc23)n1,-2.0,-28,17,-4,-3.8,2,-7,/,99
CCCNc1cc(C)c(C#N)c2nc3ccccc3n12,-3.3,-2,28,4,3.9,-3,7,9,104
N#Cc1c(NC(=O)c2cccc(S(=O)(=O)Nc3ccc(C(=O)O)cc3)c2)sc2c1CCCC2,-2.5,-7,-8,-19,-2.1,11,13,12,86
O=C(CSc1nc2ccccc2c(=O)n1-c1ccc(F)cc1)Nc1ccc(N2CCOCC2)cc1,-2.3,1,19,6,-0.7,-3,-9,19,104
O=C(NNS(=O)(=O)c1ccc(Br)cc1)c1ccncc1,-1.2,-1,-19,6,0.4,3,3,18,110
CC(C)[C@H](NC(=O)N1CCn2c1nc1ccccc12)C(=O)NCC1CCCO1 (stereo partly drawn),-1.5,-39,-3,-4,-4.2,5,1,17,100
O=S(=O)(c1ccc2nc(Nc3ccccc3)ccc2c1)N1CCCCC1,0.2,-3,28,1,4.5,-36,3,12,99
COn1c(SCC(=O)N(C)C)nc2ccccc2c1=O,-4.5,4,-2,4,-1.0,12,2,3,109
Cc1ccc(NC(=O)Cc2c(C(=O)O)n(C)c3ccccc23)cc1F,-1.7,-22,41,-2,-3.2,8,8,20,101
CCC1C(=O)N=C(SCC(=O)Nc2ccc(Br)cn2)NC1=O (stereo not drawn),-2.7,2,8,1,-2.2,0,13,-12,97
O=C(CCCl)Nc1ccc(S(=O)(=O)NCc2ccco2)cc1,-0.7,1,12,-5,-2.6,2,2,/,97
COc1cc(C2/C(=C(\O)c3ccc4c(c3)CC(C)O4)C(=O)C(=O)N2Cc2ccco2)ccc1O (stereo not drawn),1.9,-41,8,-6,5.5,23,46*,34,88
CSc1ccc(/C=N\NC(=O)CC(=O)NC(C)C)cc1,-1.8,0,8,-5,-1.5,-4,-1,-2,96
O=C(CCc1ccccc1)NNC(=O)Cc1ccc(Cl)cc1,-3.2,-7,3,-3,-4.0,8,-2,19,94
Cn1c(CCNC(=O)c2ccco2)nc2cc(NC(=O)c3ccccc3Cl)ccc21,-2.8,-17,12,0,-1.3,7,-1,2,99
Cc1ccc(C(=O)COc2ccccc2N2C(=O)c3ccccc3C2=O)cc1,-3.9,1,7,0,-2.9,-6,-4,10,102
C=CCOc1cccc(/C=N/NC(=O)C(=O)NCc2ccco2)c1,-2.3,-6,5,/,-2.2,5,-2,17,/
C/C(=N\OC(=O)NC(C)C)c1sc(-c2ccc(Cl)cc2)nc1C,-2.8,-18,13,12,-2.0,1,-4,4,115
Cc1cc2ncn(-c3ncnc4sc5c(c34)CCCC5)c2cc1C,-2.8,-5,10,2,-1.4,-5,-4,4,101
CCOC(=O)c1c(N2C(=O)Nc3ccccc3N2O)sc2c1CCCCC2,-1.2,-30,17,-1,-2.6,47*,3,-3,101
CC(C(=O)Nc1ncn[nH]1)N1C(=O)c2ccccc2C1=O (stereo not drawn),-1.6,-2,6,6,-0.8,-7,51*,-84,97
Cc1c(C)n(C)c2ccc(C(=O)NCCN3CCOCC3)cc12,-2.1,-4,13,6,1.8,-1,12,14,108
COc1ccc(-c2cc(=O)oc3cc(OCC(=O)N(C)C)ccc23)cc1,-2.2,-18,17,9,-0.1,-7,-8,8,107
Cc1ccc(S(=O)(=O)N2CCN(S(=O)(=O)N3CCCCC3)CC2)cc1C,-3.4,-19,14,-3,-3.2,-7,-1,22,99
CCOc1nc2ccccc2nc1C,-1.2,3,1,11,-2.0,-9,-1,-3,102
c1ccc(-c2ccccn2)nc1,-1.4,1,-2,1,-2.3,5,-1,25,101
CCOC(=O)C(C(=O)OCC)C(Nc1cccc(Br)c1)c1ccccc1 (stereo not drawn),-4.4,-3,-22,-7,-2.0,5,6,20,87
S=c1nccc(-c2cccs2)[nH]1,-2.4,-5,9,0,-2.5,-4,29*,-26,100
O=C(N/N=C/C(Cl)=C\c1ccccc1)c1ccco1,-3.0,-7,10,-2,-3.5,4,4,4,96
CC(C)(C)c1cc(CCC(=O)NCc2ccncc2)cc(C(C)(C)C)c1O,-0.8,-27,23,-1,-0.3,5,-10,11,100
CC1=C(C(=O)Nc2cc(C)ccc2C)C(c2cccs2)NC(=S)N1 (stereo not drawn),-0.7,0,17,1,0.6,7,3,0,101
Cc1ccc(S(=O)(=O)N2CCC(=O)N(C(COCc3cccc(Cl)c3)C(C)C)CC2)cc1 (stereo not drawn),-1.6,-30,-9,-2,-3.8,-5,-2,20,103
S=c1[nH]nc(COc2ccc(Cl)cc2)n1Cc1ccccc1,-2.0,-13,0,-7,-0.8,-7,-11,0,86
CC(C)(C)NC(=S)N/N=C/c1cccnc1,-2.3,-4,15,-11,-2.8,-14,-7,/,89
Cc1ccc(S(=O)(=O)NCCc2nnc3ccc(SCC(=O)Nc4nc(C)cs4)nn23)cc1,-1.5,-9,2,2,-2.5,-1,-2,25,101
O=C(O)CCN(Cc1ccccc1)S(=O)(=O)c1c(Cl)cccc1Cl,-0.8,-38,-10,-7,3.0,5,9,-22,97
Cn1c(O)c(N=Nc2ccc(F)cc2)c2ccccc21,-2.9,6,-7,-1,-3.8,8,0,-2,105
CCOc1cc(/C=N/O)ccc1OCc1ccccc1F,-3.6,-12,-11,0,-4.2,-13,3,38,99
NC(=O)CC(NC(=O)c1ccccc1)c1ccc(N2CCC(Cc3ccccc3)CC2)c([N+](=O)[O-])c1 (stereo not drawn),-2.9,-24,1,-5,-1.5,-6,3,23,87
CCOC(=O)c1ccc(NC(=O)C2CC2)cc1,-3.2,-1,-42,4,-3.5,1,10,4,110
COc1ccccc1NS(=O)(=O)c1cc(NC(=O)C(C)C)ccc1N1CCCCC1,-1.9,-3,-26,-4,-1.4,-13,3,-9,100
O=C(c1ccc2c(c1)N(Cc1ccc(F)cc1)CCS2)N1CCOCC1,-4.4,-45,25,2,-4.0,4,0,-3,105
Cc1nnc(NC(=O)COc2ccccc2)s1,-3.9,-2,-1,0,1.1,5,9,-6,96
O=C(CCl)Nc1cccc2ncccc12,-2.1,-3,35,-1,-1.1,-5,-1,/,97
